Hsp70 inhibitors: small molecules displacing fluorescent ligand from Hsp70 – biochemical, fluorescence polarization, primary screen (AID 583); Hsp70 fluorescence polarization probe displacement, mP; higher % means a stronger effect; displacement, % at 20 µM, or IC50 in µM where a hit was titrated; 0.06% of 140,000 active; in the data active means displacement above about 50%;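 further: plate controls were vehicle for no effect and reference ligand for full effect; a part of the inactive calls stands beside numbers as strong as those of hits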
MKP-3 inhibition: inhibition of rat DUSP6 enzyme activity – biochemical, in vitro, primary screen (AID 425) | recombinant MKP-3 phosphatase activity, fluorescence; higher % means a stronger effect | inhibition, % at 20 µM, or IC50 in µM where a hit was titrated | 0.17% of 110,000 active; in the data active means inhibition above about 50%;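 further: plate controls were vehicle for no effect and reference inhibitor for full effect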
* marks the source's active call; other numbers are inactive results; nt = no result given; & = joins results of further samples. This is a subset; count on the stated rates, not on these rows.

Each structure is followed by: Hsp70 inhibitors	MKP-3 inhibition
1) CC(=O)c1cccc(NC(=O)Nc2cnn(Cc3ccc(F)cc3)c2)c1
  4.1%	-2.9%
2) CCCC(=O)Nc1ccc2oc(-c3cccnc3)nc2c1
  0.8%	0.9%
3) Cn1c(SCC(=O)NCc2ccco2)nnc1-c1cccs1
  -1.1%	-0.8%
4) COC(=O)c1ccc(/C=N/n2cnnc2)cc1
  -6.2%	-12.0%
5) O=C(COc1ccc2c3c(c(=O)oc2c1)CCCC3)OCc1ccccc1
  -0.9%	4.7%
6) COc1cccc(OCCOc2ccc(/C=C3/SC(=S)N(Cc4ccccc4)C3=O)cc2)c1
  -3.5%	1.6%
7) O=C(c1ccco1)N1CCC(c2ccccc2)C1 (stereo not drawn)
  2.4%	-9.5%
8) CCOC(=O)N1CCN(C(=O)c2cnn3c(C(F)F)cc(-c4ccc(C)cc4)nc23)CC1
  6.5%	-2.8%
9) COc1cc(=O)n2c(-c3ccccc3)csc2n1
  -2.1%	1.9%
10) N#CCCN1CCN(C(=S)c2ccc(-c3cccc(Cl)c3)o2)CC1
  1.6%	-11.4%
11) CC1(C)Oc2ccc(NC(=O)c3ccco3)cc2O1
  -1.5%	nt
12) CCc1ccccc1N(CC(=O)NCCSCc1ccco1)S(C)(=O)=O
  -4.0%	-1.7%
13) O=C(OCn1nnc2ccccc2c1=O)C1CCCCC1
  1.4%	-3.5%
14) COc1ccc2ncn(-c3ccccc3)c2c1
  4.7%&3.7%	-10.4%&0.7%
15) CC(=O)N(c1ccccc1)C1CC(C)N(C(=O)c2cccs2)c2ccccc21 (stereo not drawn)
  4.9%	-2.9%
16) Cc1ccc(/C=N/NC(=O)C(C)Nc2ccc(Cl)cc2)o1 (stereo not drawn)
  -3.8%	6.3%
17) CCOc1cccc(C(=O)Nc2nc3ccc(C)cc3s2)c1
  1.0%	-0.9%
18) O=C(Nc1ccccn1)NC(C(F)(F)F)C(F)(F)F
  -4.5%	-3.7%
19) O=C1CSC(c2cccc(Cl)c2Cl)N1 (stereo not drawn)
  -4.5%	-1.1%
20) CCc1nc(Nc2ccc3nccnc3c2)c2oc3ccccc3c2n1
  -14.9%	-8.0%

Reformatted: entries from further up
2) CCCC(=O)Nc1ccc2oc(-c3cccnc3)nc2c1
  Hsp70 inhibitors: 0.8%	MKP-3 inhibition: 0.9%

3) Cn1c(SCC(=O)NCc2ccco2)nnc1-c1cccs1
  Hsp70 inhibitors: -1.1%	MKP-3 inhibition: -0.8%

4) COC(=O)c1ccc(/C=N/n2cnnc2)cc1
  Hsp70 inhibitors: -6.2%	MKP-3 inhibition: -12.0%

5) O=C(COc1ccc2c3c(c(=O)oc2c1)CCCC3)OCc1ccccc1
  Hsp70 inhibitors: -0.9%	MKP-3 inhibition: 4.7%

Next section
Each structure is followed by: Hsp70 inhibitors	MKP-3 inhibition
21) CC(C)(C)NC(=O)NC(=O)CN1CCN(c2ncc(C(F)(F)F)cc2Cl)CC1
  2.4%	nt
22) O=C(NC1CCCCCC1)C1CCN(c2nc3ccccc3o2)CC1
  9.7%	-0.9%
23) CC(C)Oc1ccc(CNCC2(O)CCOC(C)(C)C2)cc1 (stereo not drawn)
  0.2%	3.6%
24) O=C(O)C1C2CCC(O2)C1C(=O)Nc1cnn(Cc2ccccc2)c1 (stereo not drawn)
  0.9%	nt
25) N#Cc1c(N)n(CCOC(=O)c2cccc(Br)c2)c2nc3ccccc3nc12
  -8.6%	-0.9%
26) CCOC(=O)C1=C(C)NC(=O)NC1c1ccc(SC)cc1 (stereo not drawn)
  -4.4%	2.4%
27) Cc1ccc(C2(c3ccc(C)cc3)C(=O)NCc3ccccc32)cc1
  2.2%	4.0%
28) CCOC(=O)C1=C(C)NC(=O)NC1c1ccc(C)o1 (stereo not drawn)
  8.2%	-4.8%
29) Cc1ccc(S(=O)(=O)N2CC(=O)Nc3ccccc32)cc1C
  -2.0%	-0.8%
30) O=C(NCc1ccco1)C1CCN(c2nc3ccccc3n2Cc2ccc(F)cc2)CC1
  -3.4%	-0.1%
31) COc1ccc(C)cc1NC(=O)COC(=O)c1c(C)noc1C
  0.8%	nt
32) O=C(NCc1ccc2c(c1)OCO2)C1CC(=O)N(C2CCCCCCC2)C1 (stereo not drawn)
  1.7%	1.0%
33) CCOCCn1c(SCc2cccc(C)c2)nc2c1c(=O)[nH]c(=O)n2C
  -1.6%	2.9%
34) O=C(CN1C(=O)NC2(CCCCCC2)C1=O)N1CCN(S(=O)(=O)c2ccc(Cl)cc2)CC1
  -2.0%	nt
35) O=C1SC(c2ccccc2)=C/C1=C\N1CCCCC1
  -0.5%	1.8%
36) COc1ccccc1C(O)P(=O)(OC(C)C)c1ccc(N(C)C)cc1 (stereo not drawn)
  3.4%	-9.1%
37) COc1ccc(N2C(=O)CC(NCCCc3ccccc3)C2=O)cc1 (stereo not drawn)
  -1.7%	3.2%
38) COc1ccc(/C=C/C(=O)Nc2ccc(F)cc2)cc1Br
  -2.7%	4.3%
39) N=P(N1CCOCC1)(N1CCOCC1)C12CC3CC(CC(C3)C1)C2
  0.5%	2.6%
40) CCOC(=O)C(CCC(=O)O)(CCC(C)C)c1csc(N)n1 (stereo not drawn)
  10.5%	nt
41) Cc1cccc(NC(=S)NC(=O)/C=C/c2ccccc2)c1
  -2.1%	-0.6%
42) COc1ccccc1Oc1ccc(S(=O)(=O)N2CCOCC2)cc1S(=O)(=O)N1CCOCC1
  -0.5%	-12.9%
43) COc1ccc(C2Nc3ccccc3NC3=C2C(=O)CC(c2ccc(OC)c(OC)c2)C3)cc1 (stereo not drawn)
  2.1%	-1.8%
44) C=CCNC(=O)C(=O)N/N=C/c1ccccc1O
  0.6%	0.8%
45) COc1cccc(C2=CC(c3cccc(OC)c3OC(F)F)n3nnnc3N2)c1 (stereo not drawn)
  -7.9%	-5.2%
46) c1nc(N2CCCC2)c2[nH]cnc2n1
  8.5%	nt
47) Cn1c2c(c(=O)n(C)c1=O)C(c1ccc(OC(=O)c3ccc(Br)cc3)cc1)C1C(=O)c3ccccc3C1=N2 (stereo not drawn)
  0.8%	2.6%
48) CCCC(=O)Nc1ccc(Cl)cc1C(=O)O
  -0.6%	3.6%
49) CCOC(=O)CN1C(=O)NC2NC(=O)NC21 (stereo not drawn)
  2.1%	-0.2%
50) Cc1cccc(C(C)C)c1NC(=O)COc1ccc([N+](=O)[O-])cc1
  0.5%	1.6%
51) O=C(OCC(=O)N1CCN(c2ccccc2)CC1)c1cccc(Cl)c1
  4.9%	nt
52) O=C(c1ccccc1)c1ccc(C(=O)N2CCN(C(=O)c3ccc(C(=O)c4ccccc4)cc3)CC2)cc1
  -7.2%	-3.2%
53) COC(=O)C1=C(C)NC(=O)NC1c1ccc(OC(C)C)cc1 (stereo not drawn)
  0.2%	0.2%
54) Cc1cc(NC(=O)CCC(=O)N(CC(=O)NC2CCCC2)c2ccccc2)no1
  0.9%	nt
55) Cc1ccc(-c2ccc(=O)n(CC(=O)NCCCN3CCCCC3)n2)cc1
  0.2%	-11.9%
56) CC1=C(C(=O)OC(C)C)C(c2cccc(Br)c2)NC(=O)N1 (stereo not drawn)
  3.8%	-1.5%
57) CCN1CCN(C(=O)c2cc3sccc3n2CC(=O)c2ccccc2)CC1
  2.5%	-5.3%
58) COc1ccc(Cc2nc3ccc(S(=O)(=O)N4CCOCC4)cc3[nH]2)cc1OC
  -0.7%	nt
59) Cc1ccc(O)c(NC(=O)c2cnn3c(C(F)(F)F)cc(-c4cccs4)nc23)c1
  3.5%	2.4%
60) CCCCN(C(=O)NC(=O)Nc1cccc(C)c1C)S(C)(=O)=O
  -1.3%	-14.6%
61) COc1ccccc1C1/C(=C(\O)c2ccc(C)cc2)C(=O)C(=O)N1CCCC(=O)O (stereo not drawn)
  -1.0%	1.7%
62) CN(C)c1cccc(NS(=O)(=O)c2ccccc2)c1
  1.8%	3.2%
63) COc1ccc(Cl)cc1N(CC(=O)NCc1ccco1)S(=O)(=O)c1ccc(C)c([N+](=O)[O-])c1
  -5.3%	1.5%
64) CCN(CCCNC(=O)C1CCC(=O)N1Cc1ccc(C)cc1)c1cccc(C)c1 (stereo not drawn)
  -4.8%	0.4%
65) CCOc1ccc(CNC(=O)c2cc3oc4ccccc4c3n2C)cc1
  -1.3%	nt
66) O=C(OCCN1CCOCC1)c1ccc(O)cc1O
  5.5%	0.1%
67) COc1cc(C(c2c(C)[nH][nH]c2=O)c2c(C)[nH][nH]c2=O)ccc1OCc1ccccc1Cl
  -4.7%	4.2%
68) Cc1ccc(C2c3c(-c4ccccc4O)n[nH]c3C(=O)N2Cc2ccncc2)cc1 (stereo not drawn)
  -0.6%	2.2%
69) O=C(CSC1=NS(=O)(=O)c2ccccc21)Nc1ccccc1
  -1.7%	4.9%
70) CCn1c(SCC(=O)NCc2ccco2)nc2cccnc21
  1.2%	-10.8%
71) CCC(=O)Nc1cc(-c2nc3ncccc3o2)ccc1C
  3.6%	3.8%
72) CC(C)n1cc(C(=O)c2cc(Br)ccc2O)cc(C#N)c1=O
  -7.2%	nt
73) CN(C)c1nc(OCCOC(=O)c2ccccc2)nc(N(C)C)n1
  5.6%	-3.8%
74) O=C(/C=C/c1ccc(Cl)cc1)c1cccnc1
  7.3%	nt
75) C/C(=N\NC(=O)c1ccco1)c1ccco1
  -1.1%	0.8%
76) CCCn1c(/N=C/c2c[nH]c3ccccc23)nc2ccccc21
  4.0%	nt
77) CCSc1nc(N)c2c3c(sc2n1)CCC3
  -0.2%	7.5%
78) Cc1cccc(-c2cc3c(nn2)-c2ccccc2C3=O)c1
  8.0%	nt
79) CC(=O)C1C(=O)C=C(c2ccco2)CC1c1ccccc1 (stereo not drawn)
  -2.2%	2.0%
80) O=C(O)c1cccnc1SCC(=O)N1CCCCCC1
  1.5%	6.2%

Later entries:
Each structure is followed by: Hsp70 inhibitors	MKP-3 inhibition
81) COc1ccc(S(=O)(=O)N2CCN(CCC(=O)Nc3ccccc3F)CC2)cc1
  0.7%	nt
82) O=C(c1ccc2c(c1)OCO2)N1CCN(C(=O)c2ccco2)CC1
  -1.7%	nt
83) O=C(CSc1nnc(CCCN2C(=O)c3cccc4cccc(c34)C2=O)n1-c1ccccc1)NCCCN1CCOCC1
  3.2%	3.1%
84) Cc1ccc(C2=NNC(c3ccc(Cl)cc3)S2)cc1 (stereo not drawn)
  -0.7%	3.5%
85) Cc1ccc(C(=O)c2cccc(C(=O)c3ccc(C)cc3)c2)cc1
  1.3%	-4.1%
86) Cc1ccc(N/N=C/c2c(C)[nH]n(-c3ccc(C)c(C)c3)c2=O)c(C)c1
  1.8%	1.0%
87) COc1ccccc1N1CCN(CCCNC(=O)Nc2ccccc2C)CC1
  nt	0.7%
88) CCc1nnc(NC(=O)C2CCCN(c3nc4ccccc4s3)C2)s1 (stereo not drawn)
  3.3%	-5.1%
89) CCOC(=O)c1c(C)n(C)c2ccc(OC(=O)C#Cc3ccccc3)cc12
  -2.3%	3.1%
90) CCOC(=O)c1c(NC(=O)c2ccc(OC)c(OC)c2)sc(C(=O)N2CCCCC2)c1C
  1.5%	0.1%
91) COc1ccc(OC)c2c(N3CCN(C)CC3)cc(C(F)(F)F)nc12
  1.9%	-6.1%
92) CCCCOC(=O)Nc1nnc(-c2ccccc2OC)s1
  6.2%	-13.0%
93) CCc1ccc(C(=O)/C=C/c2ccc(-c3ccc([N+](=O)[O-])cc3)o2)cc1
  -6.2%	7.3%
94) COC(=O)c1cc(C(=O)NCc2ccc(OC)cc2)cc([N+](=O)[O-])c1
  -0.7%	3.5%
95) c1ccc(Cc2nnc3sc(-c4ccco4)nn23)cc1
  -2.3%	2.8%
96) O=C(O)C1CC=CCC1C(=O)NCCc1ccc(Cl)cc1 (stereo not drawn)
  2.6%	0.3%
97) CC(C(=O)N1CCOCC1)(c1ccccc1)c1ccccc1
  -6.3%	-2.6%
98) COC(=O)c1cccc(NC(=O)COc2cccc(C)c2C)c1
  -5.0%	2.8%
99) CCOC(=O)N1CCN(CC(=O)Nc2cc(OCC)ccc2OCC)CC1
  nt	-7.8%
100) COc1ccc(Cl)cc1C(=O)NC(c1ccccc1)c1ccccc1
  0.8%	0.9%

Three structures from above, ordered by count of non-hydrogen atoms, ascending:
Each structure is followed by: Hsp70 inhibitors	MKP-3 inhibition
97) CC(C(=O)N1CCOCC1)(c1ccccc1)c1ccccc1
  -6.3%	-2.6%
98) COC(=O)c1cccc(NC(=O)COc2cccc(C)c2C)c1
  -5.0%	2.8%
100) COc1ccc(Cl)cc1C(=O)NC(c1ccccc1)c1ccccc1
  0.8%	0.9%

(cont.)
Each structure is followed by: Hsp70 inhibitors	MKP-3 inhibition
101) CCc1ccccc1NCC(O)Cn1c2ccccc2c2ccccc21 (stereo not drawn)
  -0.7%	8.5%
102) Cc1ccc(-n2c3c(c(=O)[nH]c2=O)C(C(F)(F)F)(C(F)(F)F)NC(=O)N3)cc1
  3.8%	nt
103) CCn1c2ccccc2c2cc(/C=N/n3c(C)nnc3C)ccc21
  -0.2%	-0.8%
104) COc1ccc(-c2ccc(S(=O)(=O)N3CCOCC3)cc2)cc1
  5.8%	-6.3%
105) Nc1c(C(=O)NC2CCCCC2)c2nc3ccccc3nc2n1/N=C/c1ccco1
  -3.7%	3.2%
106) O=C1/C(=C/c2ccc([N+](=O)[O-])cc2)NC(=S)N1c1ccccc1
  -1.2%	0.6%
107) O=C(c1ccco1)N1CCN(C(=O)c2cccn3c(=O)c4c5c(sc4nc23)CCCC5)CC1
  -1.5%	3.3%

Part of the list above, with tabs.
#	smiles	Hsp70 inhibitors	MKP-3 inhibition
97	CC(C(=O)N1CCOCC1)(c1ccccc1)c1ccccc1	-6.3%	-2.6%
18	O=C(Nc1ccccn1)NC(C(F)(F)F)C(F)(F)F	-4.5%	-3.7%

Screening results deposited in PubChem by Sanford-Burnham Center for Chemical Genomics.
